Wnt bcat act: Wnt/beta-catenin pathway activators, primary screen, cell-based, plate reader, single point | Wnt/beta-catenin reporter cell assay, activator | activation, % at 9.35 µM | 300,000 compounds, 1.2% hits | AID 743398, 2014; in the data active = activation above about 30%, passing the limit was not always enough;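 also: 0% = neutral control wells and 100% = positive control wells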
Tat transport: E. coli Tat export inhibitors, primary screen, MC4100, TorA-mCherry reporter, fluorescence, single point | inhibition, % at 10 µM | 340,000 compounds, 0.036% hits | AID 488895, 2010;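 active = mean replicate inhibition at least 50% and at least half of replicates individually reaching 50%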;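 also: exported cargo escapes ClpAP degradation while cytoplasmic cargo is degraded and loses fluorescence; 0% = median of neutral control wells and 100% = median of NaSCN control wells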
phage Ecoli inh: growth loss of phage-infected E. coli, primary screen, RecBCD inhibitor project, absorbance, with phage, HTS | inhibition, % at 11.9 µM | 360,000 compounds, 0.26% hits; in the data active = inhibition above about 11%
DAGLB inh: DAGLB lipase inhibitors, primary screen, biochemical, fluorescence, HTS; HEK293T DAGLB membrane lysate, EnzChek fluorogenic substrate; inhibition, % at 5.17 µM; 340,000 compounds, 0.059% hits; AID 504411, 2011; in the data active = inhibition above about 34%;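 also: 0% = enzyme with vehicle and 100% = wells lacking enzyme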
Target sequence (Q8NCG7 whole entry, looked up): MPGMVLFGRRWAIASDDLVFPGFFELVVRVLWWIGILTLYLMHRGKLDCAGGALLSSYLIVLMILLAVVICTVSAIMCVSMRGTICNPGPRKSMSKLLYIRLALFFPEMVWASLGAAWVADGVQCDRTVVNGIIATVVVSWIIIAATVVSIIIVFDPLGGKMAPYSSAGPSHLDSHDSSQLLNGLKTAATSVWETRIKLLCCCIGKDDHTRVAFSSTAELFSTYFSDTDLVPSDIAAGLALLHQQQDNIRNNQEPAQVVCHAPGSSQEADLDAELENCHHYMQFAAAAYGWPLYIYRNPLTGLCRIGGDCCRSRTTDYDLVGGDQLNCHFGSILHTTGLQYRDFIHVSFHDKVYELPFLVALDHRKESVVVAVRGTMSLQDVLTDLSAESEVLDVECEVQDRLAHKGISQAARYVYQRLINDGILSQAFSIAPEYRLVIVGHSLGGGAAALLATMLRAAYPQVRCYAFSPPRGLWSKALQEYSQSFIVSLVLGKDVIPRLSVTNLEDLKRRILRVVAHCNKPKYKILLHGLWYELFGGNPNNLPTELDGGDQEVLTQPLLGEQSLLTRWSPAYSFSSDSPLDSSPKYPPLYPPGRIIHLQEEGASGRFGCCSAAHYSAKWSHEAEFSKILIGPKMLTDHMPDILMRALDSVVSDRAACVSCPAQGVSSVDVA
Ecoli viability: E. coli V3065 growth inhibition, primary screen, counter-screen for AddAB inhibitor project, absorbance, OD600 | 18 h | 330,000 compounds, 0.27% hits | inhibition, % at 11.9 µM | AID 449728, 2010;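 active = inhibition above the campaign's mean inhibition across all tested compounds plus 3 SD, cut at about 9.9% in these data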;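 also: uninfected addAB+ strain grown without phage in ampicillin broth; 0% = DMSO wells and 100% = ciprofloxacin 0.95 µg/ml wells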
PvdQ acylase: P. aeruginosa PvdQ acylase inhibitors, primary screen, biochemical, fluorescence, plate reader and imaging, single point; PvdQ acylase [Pseudomonas aeruginosa LESB58]; purified PvdQ acylase; inhibition, % at 10 µM; 340,000 compounds, 0.063% hits; AID 488965, 2010; in the data active = inhibition above about 30%, passing the limit was not always enough;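 also: 0% = vehicle neutral wells and 100% = reference inhibitor wells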
AddAB inh: growth inhibition of E. coli expressing H. pylori AddAB, primary screen, AddAB inhibitor project, absorbance; inhibition, % at 11.9 µM; 330,000 compounds, 0.29% hits; AID 435030, 2010; in the data active = inhibition above about 12%;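 also: 0% = vehicle wells of infected cells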
Rtt109 HAT inh: inhibitors of C. albicans Rtt109/Vps75 HAT, primary screen, biochemical, ThioGlo CoA-SH fluorescence, plate reader | inhibition, % at 34.9 µM | purified Rtt109/Vps75, 4 h | AID 540336, 2011 | 330,000 compounds, 0.16% hits;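 active = inhibition of at least 50% in every replicate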
Target sequence (Q5AAJ8 whole entry, looked up): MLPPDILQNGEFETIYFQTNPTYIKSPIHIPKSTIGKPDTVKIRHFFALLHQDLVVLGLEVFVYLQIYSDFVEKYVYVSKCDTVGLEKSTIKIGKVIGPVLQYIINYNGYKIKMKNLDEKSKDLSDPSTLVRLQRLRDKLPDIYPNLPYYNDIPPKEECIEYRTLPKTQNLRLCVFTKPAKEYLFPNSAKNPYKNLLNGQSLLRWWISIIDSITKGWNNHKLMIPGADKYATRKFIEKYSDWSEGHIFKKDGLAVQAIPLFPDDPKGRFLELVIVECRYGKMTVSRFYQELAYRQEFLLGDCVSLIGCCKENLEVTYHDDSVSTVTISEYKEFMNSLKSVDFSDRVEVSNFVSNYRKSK
PfHsp90 set2: growth inhibition of PfHsp90-expressing yeast, primary screen, antimalarial PfHsp90 inhibitor project, S. cerevisiae, BacTiter-Glo luminescence, single point, set 2; BacTiter-Glo ATP, 48 h; yeast lacking PDR1 and PDR3 efflux regulators; inhibition, % at 9.4 µM; 310,000 compounds, 0.32% hits;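 active = every replicate shows inhibition above about 80%, whatever the replicate mean, limit read from the data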;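 also: 0% = DMSO neutral controls and 100% = 20 µM radicicol positive controls; yeast relying on Plasmodium falciparum Hsp90 in place of its own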
CAL PDZ FP: CAL PDZ peptide-binding inhibitors, primary screen, biochemical, fluorescence polarization, Cer-tagged CAL PDZ, HTS; 330,000 compounds, 0.02% hits; purified CAL PDZ, TMR-peptide fluorescence polarization, 1 h; Golgi-associated PDZ and coiled-coil motif-containing protein (Homo sapiens), Q9HD26; AID 504414, 2011; inhibition, % at 20 µM;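 active = highest replicate inhibition of at least 40%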;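 also: plate controls were DMSO neutral control wells for no effect and unlabeled competitor peptide control wells for full effect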
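Assay system – tagged CAL PDZ protein CerCALP, purified · Timing – 1 h at RT · Compound – single point, 20 µM · Measured by – fluorescence polarization from S- and P-plane intensities, G-factor corrected · Evaluation – inhibition from polarization loss · Probe or stimulus – TMR reporter peptide T*-PRC34 · Buffer or medium – pH 7.4 phosphate-saline buffer, reducing agent, detergent, IgG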
* = called active by the depositor; nt = no result given.

SMILES	Wnt bcat act	Tat transport	phage Ecoli inh	DAGLB inh	Ecoli viability	PvdQ acylase	AddAB inh	Rtt109 HAT inh	PfHsp90 set2	CAL PDZ FP
CCC(=O)Nc1nc(-c2ccccc2)ns1	nt	4.1	3.4	-2.6	0.5	-2.1	2.4	0.0	-3.1	-0.6
Cc1nn(-c2ccccc2)c(N)c1N=Nc1ccc(Cl)cc1	-3.3	7.3	5.1	2.0	-0.2	-11.4	0.0	nt	23.9	-0.9
COc1ccc(C(c2sc3nc(C)nn3c2O)N2CCC(O)CC2)cc1OC (stereo not given)	1.4	-3.3	3.4	2.9	1.1	-9.3	0.5	-0.9	-0.7	0.4
Cc1c(C(=O)O)[nH]c2ccc([N+](=O)[O-])cc12	0.5	-6.4	2.0	nt	nt	-9.0	nt	5.1	-27.6	-0.4
CCOC(=O)c1oc2ccccc2c1COC(=O)CNC(=O)c1cccc(C)c1	0.5	-5.1	-0.7	-1.9	1.4	-2.0	-0.4	-1.5	-16.8	-0.2
OCC(O)CN(c1ccccc1)c1ccccc1 (stereo not given)	-3.4	-0.3	3.5	-0.8	-0.2	-11.8	3.6	0.7	-34.1	0.1
CC(=O)c1ccc(NC(=S)N2CCC(Cc3ccccc3)CC2)cc1	40.5*	-1.0	-1.3	-3.0	2.6	-10.9	5.2	2.0	0.8	-0.6
COc1cc(C(=O)NCc2nnc(SCC(=O)Nc3cc(C)on3)o2)cc(OC)c1OC	-3.9	-10.3	-1.8	-1.6	0.0	-4.6	0.6	-1.6	4.0	-0.2
CC(NC(=O)c1cccc(S(=O)(=O)N2CCN(C)CC2)c1)c1ccc(Cl)cc1Cl (stereo not given)	-5.6	6.0	1.3	1.1	-2.5	-8.6	-2.0	-0.5	-13.8	-0.5
NS(=O)(=O)c1ccc(NC(=O)COC(=O)COc2ccc3ccccc3c2)cc1	17.7	-6.8	0.7	-2.5	0.3	6.0	1.7	4.7	nt	0.4
COc1ccc(-n2c(=O)c3c4c(sc3n3c(=S)[nH]nc23)CCC4)cc1	1.5	-1.0	0.4	0.0	0.6	-10.4	-15.9	1.3	2.1	-0.1
COCCN1CCc2[nH]c(=S)[nH]c(=O)c2C1	nt	-6.7	1.7	-4.2	-0.2	-12.7	0.2	3.7	23.2	-0.2
COc1cccc(C2C(C(=O)c3cccs3)=C(O)C(=O)N2c2cc(C)on2)c1 (stereo not given)	-0.7	3.3	0.5	3.8	-2.6	-17.7	-0.9	-11.2	-18.1	-2.3
COc1cccc(-n2nc(-c3ccnn3-c3ccc(F)cc3)c(=O)n(C)c2=O)c1	nt	0.2	3.2	2.3	-1.4	-9.1	3.1	1.6	-0.4	nt
Cc1c(O)c(=O)ccn1Cc1ccccc1	-4.7	2.1	-1.5	1.9	-5.8	-12.4	1.8	-5.1	-0.1	-0.7
O=c1cc(CN2CCC3(CC2)OCCO3)c2c(ccc3ccccc32)o1	nt	0.9	0.9	-6.8	-0.2	-11.0	1.4	-0.8	-10.1	-3.2
O=C(CCn1c(=O)oc2ccccc21)Nc1ccc2c(c1)OCCO2	23.1	-4.7	-0.5	-0.4	1.2	-14.7	-0.8	-2.4	19.9	-0.5
O=C(CNC(=O)c1cccs1)NCC(=O)OCc1c(Cl)cccc1Cl	-5.6	-8.5	2.2	-1.5	-1.9	-19.7	-0.8	-2.1	2.5	-2.4
Cc1cc(NC(=O)c2ccc(F)cc2)ccc1NC(=O)c1ccco1	9.8	-7.5	1.4	-1.7	5.3	-5.2	5.0	-2.9	7.4	-0.5
CC12CCC(C(=O)Nc3ccccc3-n3cccc3)(CC1=O)C2(C)C (stereo not given)	-0.3	2.6	4.2	-5.3	-0.9	1.4	3.5	nt	44.3	-1.7
CC(C)(C)c1nc(-c2ccccc2)nc2c1OCCC2	-4.2	5.4	2.6	-6.4	0.2	-7.9	-1.8	1.4	2.5	-0.6
COc1ccc(C(C(=O)Nc2ccc(C(C)C)cc2)N(C)C(=O)c2ccc(=O)[nH]c2)cc1 (stereo not given)	-1.4	-0.8	1.4	nt	-0.5	-3.3	-1.5	4.4	17.5	-0.2
O=C(CN1CCN(S(=O)(=O)c2ccc(Br)cc2)CC1)N/N=C/c1ccc(Br)s1	-0.3	7.0	-2.6	-2.5	-0.2	0.9	0.2	-0.6	8.6	-0.6
O=C1c2ccccc2NC(c2ccccc2O)N1NS(=O)(=O)c1ccccc1 (stereo not given)	-0.7	-5.4	1.2	3.3	-0.1	-12.8	-1.8	-30.4	-12.1	-1.4
c1ccc(Cc2nnc3sc(-c4ccncc4)nn23)cc1	nt	13.4	2.7	1.8	-1.4	-3.6	1.2	-6.6	nt	-2.3

Taken from above.
PfHsp90 set2, `CCC(=O)Nc1nc(-c2ccccc2)ns1` stands at -3.1
Wnt bcat act, `Cc1cc(NC(=O)c2ccc(F)cc2)ccc1NC(=O)c1ccco1` stands at 9.8

More entries:
SMILES	Wnt bcat act	Tat transport	phage Ecoli inh	DAGLB inh	Ecoli viability	PvdQ acylase	AddAB inh	Rtt109 HAT inh	PfHsp90 set2	CAL PDZ FP
COc1ccc(CCNC(=O)CCC(=O)c2cccs2)cc1OC	-0.9	-11.0	-0.4	-4.1	0.0	-15.9	0.1	-0.7	-1.9	-1.1
CN(C)c1ccc(-c2ccc3c(=O)c4ccccc4n(C)c3c2)cn1	36.4*	3.2	-2.4	1.4	0.2	-6.1	1.3	-0.5	-3.3	-0.4
C=CCN(c1cccc(C(F)(F)F)c1)S(=O)(=O)c1cccc(C(=O)OCC(=O)NCCC)c1	-8.6	10.6	0.3	0.4	-2.3	-15.8	4.2	-0.9	-6.6	-3.1
C=CCOc1ccc(/C=C/C(=O)OCC(=O)NCc2cccs2)cc1	2.5	0.0	3.3	-7.9	0.2	-5.0	3.2	-2.2	-26.2	-1.4
O=C(Nc1ccc(F)cc1)NC1CCCCCCC1	12.4	-8.6	2.8	-2.2	nt	-3.2	nt	-4.6	7.9	-3.6
COC(=O)C1=C(C)OC(N)=C(C#N)C1C1CCCCC1 (stereo not given)	-2.1	-3.5	1.0	0.8	-0.6	-4.4	4.2	nt	-7.0	-2.2
CCOc1ccc(NC(=O)CN(C)C(=O)c2ccccc2OCc2cccc(C)c2)cc1OCC	-0.6	4.7	-2.1	-12.7	-0.9	5.0	0.9	11.3	11.0	-0.2
COc1ccc(OCc2cccc(C(=O)O)c2)cc1	nt	0.1	2.1	-0.9	-1.3	-12.1	0.7	-6.3	4.0	0.1
C[C@H](NC(=O)c1ccccc1)C(=O)Nc1nc(-c2ccccn2)cs1	-0.9	-1.2	-3.7	1.1	-5.6	-9.5	-1.8	-2.6	-43.8	-2.7
O=C(CSCc1ccc(Br)cc1)NCc1ccccn1	-2.2	-6.5	-0.9	-3.7	1.7	-11.1	0.3	-6.5	nt	-0.9
CC(C(=O)NCc1ccc(F)cc1)c1ccc([N+](=O)[O-])cc1 (stereo not given)	-2.5	-1.6	0.9	0.3	-1.0	-12.4	1.5	nt	-20.5	-2.4
CCSc1nnc(NC(=O)CSc2ncccn2)s1	-1.4	1.8	3.8	0.0	1.3	-4.7	1.9	-7.7	18.8	-0.6
C#CC[N+](C)(C)CCN1C(=O)C2C(c3ccccc3)C=CC(c3ccccc3)C2C1=O (stereo not given)	-0.7	-15.8	3.0	-3.5	0.6	-9.3	1.0	1.2	-1.4	-0.5
Cc1cnc(C(=O)OCC(=O)Nc2cccc(S(=O)(=O)N3CCOCC3)c2)cn1	-3.3	-2.9	0.5	2.4	-1.1	-20.7	-2.4	6.1	nt	-1.4
CCN=C(NS(=O)(=O)c1ccc(Br)cc1)c1ccc(Cl)cc1	0.7	-11.1	4.3	-0.1	0.3	-5.0	1.2	-4.1	-14.6	-3.9
COc1ccc(Cl)cc1C(=O)CSc1nnnn1C1CCCC1	nt	9.0	0.0	-8.6	0.2	4.5	-1.3	-0.9	-1.6	-1.3
CCC(C)c1ccc(NC(=S)N2CCN(S(C)(=O)=O)CC2)cc1 (stereo not given)	0.5	-4.5	0.6	2.0	1.9	-3.9	-1.8	-6.3	-14.8	-1.3
CSc1nc2c(c(=O)n1Cc1ccccc1)SC(C)C2 (stereo not given)	nt	-2.0	4.1	-1.2	2.6	8.0	1.1	1.8	-14.9	-2.0
CN(C)C(=O)CNc1n[nH]c(=S)[nH]c1=O	3.5	13.4	2.8	0.3	-3.1	10.7	0.2	11.0	13.7	-2.6
COc1ccc(C2CC(=O)C=C(NNS(=O)(=O)c3ccc(C)cc3)C2)cc1 (stereo not given)	-1.7	-5.8	0.1	2.4	0.2	1.7	-0.7	16.0	1.4	-0.9
O=C(CN1C(=O)/C(=C/c2ccc(Cl)cc2)SC1=S)NC1C=CS(=O)(=O)C1 (stereo not given)	-2.4	1.6	-0.8	0.2	-3.1	3.2	-1.0	30.6	-5.4	-1.2
CCOc1ccccc1N(CC(=O)Nc1ccccc1C(=O)OC)S(C)(=O)=O	nt	-0.9	2.8	-0.5	1.6	1.7	0.5	nt	-14.7	-3.6
CC(=O)Nc1ccc(OCC(=O)NCCc2ccc(Cl)cc2)cc1	-5.0	-1.1	-0.1	-0.9	-2.4	10.7	1.2	-2.3	-7.8	-0.5
O=C(Nc1ccc(N2CCN(C(=O)c3ccccc3)CC2)c(Cl)c1)c1ccco1	nt	2.0	1.0	-1.3	4.3	-5.5	1.7	2.1	-13.6	-0.2
CCn1cc(/C=C(\NC(=O)c2ccc(OC)cc2)C(=O)N2CCOCC2)c2ccccc21	-0.7	-8.9	2.2	0.5	2.0	6.1	3.0	5.3	7.5	-2.8

Next section
SMILES	Wnt bcat act	Tat transport	phage Ecoli inh	DAGLB inh	Ecoli viability	PvdQ acylase	AddAB inh	Rtt109 HAT inh	PfHsp90 set2	CAL PDZ FP
Cn1c(=O)c2[nH]c(Cc3cccc4ccccc34)nc2n(C)c1=O	1.2	0.3	3.0	-0.3	nt	5.5	nt	-1.0	-9.1	-1.0
COc1cc2cc(CN(CCCN3CCOCC3)C(=O)Nc3ccc(F)cc3)c(=O)[nH]c2cc1OC	-3.8	8.3	1.9	1.1	0.9	-9.8	3.0	5.1	3.7	-2.9
COc1ccc(N(CC(=O)Nc2cccc(N(C)S(C)(=O)=O)c2)S(C)(=O)=O)cc1OC	-4.9	-6.1	1.7	-2.2	-2.5	-5.7	0.9	nt	1.4	-1.7
CC(C)CC(=O)n1sc(NC(=O)c2ccccc2)nc1=O	0.4	-5.6	0.7	5.9	0.2	-17.1	-1.7	-1.4	-8.9	-0.9
O=c1c2cn[nH]c2[nH]c(=S)n1-c1cccc(Cl)c1	0.7	-9.5	-0.2	2.2	-3.4	-7.1	2.4	9.8	32.3	0.5
O=C(COC(=O)c1ccccc1)Nc1ccccc1Sc1ccccc1	nt	2.3	5.1	-7.1	0.6	-12.0	4.3	-4.4	-7.1	-1.9
Cc1cc(/C=C2\NC(=O)N(Cc3ccc(Cl)cc3)C2=O)c(C)n1C	-9.5	12.6	4.0	9.6	-1.3	-3.1	3.9	1.1	15.7	0.0

Screening results deposited in PubChem by several laboratories.
